Bioassay records deposited in PubChem by National Center for Advancing Translational Sciences (NCATS).
Tb PYK inh = blocks Trypanosoma brucei pyruvate kinase; TbPYK enzyme, Kinase-Glo Plus ATP luminescence, 45 min; Potency, µM (titrated, usually from 76.8 µM), without a hit: at the highest dose activity, negative = inhibition, hits mostly inhibitors; hit rate 0.12% among 410,000; AID 624173; note: potency is the fitted concentration of half-maximal effect; % is set by controls: 0 for no effect and ±100 for the full control effect; nearly all actives have a fitted effect of over 50% in size
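Luminescence from Kinase-Glo Plus, added after a 45-minute room-temperature reaction, served as the end-point read-out. The enzyme and substrate were preincubated with compound before ADP (130 uM final) initiated turnover. Concentration-effect curves came from normalized qHTS data.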
HCV inhibitor = inhibitors of hepatitis C virus infection; hit rate 3.4% among 340,000; Potency, µM (doses to about 41.8 µM), inactives show top-dose activity change, negative = inhibition, most hits filed as inhibitors; Huh7.5.1 HCVcc-Cre infection, luciferase reporter, 44 h; AID 651820; note: potency is the fitted concentration of half-maximal effect; % is set by controls: 0 for no effect and ±100 for the full control effect
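Seed cells (1,000/well) for 4 h; treat with compound and infect with HCVcc-Cre, moi about 0.5. Incubate 44 h, then detect luciferase activity.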
Pf growth 48h = P. falciparum growth inhibition at 48 hours (one generation); P. falciparum luciferase growth in erythrocytes, 48 h; Potency, µM (series often up to 28.7 µM), for the others: at the top dose activity change, negative = inhibition, usual class: inhibitors; hit rate 5.9% among 310,000; AID 504832; note: potency is the fitted concentration of half-maximal effect; % is set by controls: 0 for no effect and ±100 for the full control effect
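In quantitative HTS format, infected erythrocytes bearing luciferase-reporter parasites were treated for a single generation at 37 C. Luminescence after adding detection reagent served as the growth measure.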
Pf growth 96h = P. falciparum growth inhibition at 96 hour, primary screen for plastid delayed-death inhibitors; P. falciparum luciferase reporter growth, 96 h; AID 504834; Potency, µM (doses to about 28.7 µM), inactives show at the highest dose activity change, negative = inhibition, actives largely listed as inhibitors; hit rate 6.9% among 320,000; note: potency is the fitted concentration of half-maximal effect; % is set by controls: 0 for no effect and ±100 for the full control effect
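Parasite growth measured via integrated firefly luciferase reporter in P. falciparum. Infected erythrocytes at 2% hematocrit, 0.05% parasitemia final were treated 96 hours at 37 C under 5% CO2, and luminescence was read.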
LmPK inhibitor = LmPK (Leishmania mexicana) enzyme inhibition; Q27686; purified LmPK, Kinase-Glo ATP luminescence, 1 h; Potency, µM (series often up to 57.5 µM), for the others: at the highest dose activity change, negative = inhibition, most hits filed as inhibitors; hit rate 0.37% among 290,000; AID 1721; note: potency is the fitted concentration of half-maximal effect; % is set by controls: 0 for no effect and ±100 for the full control effect
Target sequence (Q27686 whole entry, looked up): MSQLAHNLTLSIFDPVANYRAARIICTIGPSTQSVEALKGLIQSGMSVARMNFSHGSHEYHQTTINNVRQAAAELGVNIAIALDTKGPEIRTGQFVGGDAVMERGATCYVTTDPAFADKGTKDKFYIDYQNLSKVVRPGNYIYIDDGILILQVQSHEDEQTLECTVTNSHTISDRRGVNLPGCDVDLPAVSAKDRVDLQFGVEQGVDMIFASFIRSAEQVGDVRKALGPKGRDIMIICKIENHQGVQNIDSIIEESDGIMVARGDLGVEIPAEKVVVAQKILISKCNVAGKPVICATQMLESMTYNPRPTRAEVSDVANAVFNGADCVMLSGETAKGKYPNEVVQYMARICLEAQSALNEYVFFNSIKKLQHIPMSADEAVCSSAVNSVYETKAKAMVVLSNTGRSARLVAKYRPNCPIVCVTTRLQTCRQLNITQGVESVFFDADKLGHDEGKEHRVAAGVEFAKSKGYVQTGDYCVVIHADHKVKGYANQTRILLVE
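In 50 mM imidazole pH 7.2 with 7 mM MgCl2, LmPK (0.1 nM) turned over PEP (0.5 mM) and ADP (0.1 mM) for 1 h at room temperature. Luciferase read-out of ATP.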
Cycloheximide cs = counter-screen hit for Shiga toxin inhibitors, cycloheximide; cell reporter, cycloheximide protein synthesis inhibition counterscreen; max response, %; hit rate 12% among 300,000; AID 2314; in the data active = max response mostly above about 13%, no sharp cut-off; inactive = mostly below about 14%; note: read at 38.3 µM for the half of the compounds with a filed dose; 0% is about no effect
Shiga inhibitor = Shiga toxin inhibition | Vero cells, Shiga toxin protein synthesis inhibition reporter | inhibition, % at 38.7 µM | hit rate 9.2% among 290,000 | AID 2315; in the data active = inhibition mostly above about 28%, no sharp cut-off; inactive = mostly below about 43%; note: 0% is about no effect
* = called active by the depositor; ? = inconclusive; . = not tested or not shown; & = joins results of further samples; [ ] = dose if it differs, or a comment. Unless noted, calls come from the whole dose curve; as a rule, active = well fitted curve in the direction sought with a large enough effect; inconclusive = small, poorly fitted or top-dose-only effect, or another doubt; inactive = no such curve, though single readings can be large; an effect the other way counts as inactive or inconclusive.

molecule | Tb PYK inh | HCV inhibitor | Pf growth 48h | Pf growth 96h | LmPK inhibitor | Cycloheximide cs | Shiga inhibitor
Cc1cc(C)n(C(=O)Cn2nc([N+](=O)[O-])cc2C)n1 | -10.0% | 11.1% | 14.7% | 28.1% | -1.4% | -6.4 | 6.9
CCOc1ccc(CCNC(=O)c2cc(C)on2)cc1OCC | 2.2% | -9.5% | 10.4µM* | ? | -3.9% | 9.3 | -14.4
CC(O)CNc1nc2c(c(=O)n(Cc3cccc(Cl)c3)c(=O)n2C)n1C (configuration not stated) | 0.2% | 7.4% | -20.1% | ? | 14.0% | -3.5 | .
Cc1ccc(C2(C)NC(=O)N(CC(=O)NC3CCCCC3)C2=O)cc1 (configuration not stated) | 1.9% | -4.9% | 44.2%[activator] | ? | . | . | .
Cc1ccc(C(=O)NC2CCS(=O)(=O)C2)cc1S(=O)(=O)N1CCCCC1 (configuration not stated) | 3.0% | -1.7% | -25.7% | 47.8%[activator] | 3.4% | -1.8 | 11.2
CCCCCNS(=O)(=O)c1cc2c3c(c1)CCC(=O)N3CCC2 | 1.8% | -9.3% | -1.8% | 16.2% | -2.0% | -0.5 | -6.3
O=C(/C(=C/O)N=Nc1ccc(Cl)cc1)c1ccncc1 | 7.6% | ? | ? | ? | -2.2% | 1.7 | -2.5
c1cc(CN2CCCCC2)cc(OCCCNc2nc3ccccc3s2)c1 | -7.6%&2.2% | ? | 13.5µM* | 4.78µM* | . | . | .
CSc1nnc(C2CCNCC2)n1C | 3.5% | 2.1% | -26.4% | -9.2% | -1.4% | -3.0 | -2.7
CC1(C)CC(NC(=O)c2cccc3ccccc23)CC(C)(C)N1 | -7.7% | 15.9% | . | -33.1% | 2.1% | -5.0 | 1.7
COP(=O)(OC)c1nc(-c2ccc([N+](=O)[O-])cc2)oc1N1CCCCC1 | 0.0% | 0.2% | 1.4% | 51.6%[activator] | 2.3% | -0.1 | -8.8
OCCN1CCN(CC(O)COc2ccc(C34CC5CC(CC(C5)C3)C4)cc2)CC1 (configuration not stated) | 7.1% | 12.6µM* | ? | 11.7µM* | 14.4% | 7.5 | -1.7
CCCC(NC(=S)NCC1CCCO1)C12CC3CC(CC(C3)C1)C2 (configuration not stated) | 0.6% | 11.2µM* | 2.62µM* | -1.2% | 0.7% | -2.4 | -7.6
O=C(Cn1ncc2c3ccccc3n(Cc3ccccc3)c2c1=O)NCc1ccccn1 | 3.4%&-5.8% | 5.2% | -36.2% | 6.6% | 3.5% | -1.2 | 16.1
NNc1nc(Nc2ccccc2)nc(N2CCCCC2)n1 | -4.3% | ? | ? | . | 0.5% | 10.0 | -6.7
C=CCn1c(SCC(=O)N2CCc3ccccc3C2)nc2sc(C)cc2c1=O | -4.8% | -22.1% | ? | ? | 1.9% | 3.9 | 4.0
Cc1ccc(N2C(=O)C(Cc3ccccc3)NC2=S)cc1 (configuration not stated) | 0.5% | 11.8% | -18.5% | 26.3% | 6.8% | 7.7 | 14.9
Cc1cc([N+](=O)[O-])nn1CCCC(=O)O | 1.4% | 7.4% | 27.1% | ? | 5.4% | -1.4 | -8.1
O=C(Nc1cccc(F)c1)c1c(F)c(F)c(F)c(F)c1F | 7.1% | ? | 13.1µM* | . | 4.7% | 4.3 | -11.3
C/C(=N\NC(=O)COc1ccc(C(C)(C)C)cc1)c1ccc(OC(F)F)cc1 | 2.0% | -7.6% | -7.5% | ? | 4.0% | 4.4 | 15.1
Cc1ccc(Cn2c(=O)n(Cc3ccco3)c(=O)c3ccccc32)cc1 | 3.8% | 13.5% | ? | 0.0% | 0.8% | 7.6 | -3.9
CC(=O)CC(=O)Nc1ncc(C(F)(F)F)cc1Cl | 6.1% | 22.2% | 0.0% | 0.7% | 10.3% | -3.3 | 24.5
O=C1CCCC2=C1C(c1ccccc1)CC(=O)N2c1ccccc1 (configuration not stated) | -12.9% | 12.8% | -12.9% | 13.1µM* | -1.5% | -3.5 | 6.7
CCN(CC(=O)NC1CCCC1)S(=O)(=O)c1ccc(C)cc1 | -7.1% | -10.5% | ? | ? | -1.5% | -3.0 | -9.0
COc1ccc(C(=O)Nc2ccc(S(=O)(=O)Nc3cc(C)nc(C)n3)cc2)c(OC)c1 | 0.3% | -2.1% | -24.6% | 85.0%[activator] | 1.9% | -3.2 | 32.7
Cc1cc(C)c(-n2c(C)cc(/C=C3/NC(=O)NC3=O)c2C)c(C)c1 | -1.9% | -12.1% | ? | 5.86µM* | 0.9% | -2.8 | -14.6
Cc1cc(/C=C(\C#N)C(=O)O)c(C)n1CC(C)C | 3.6% | 3.2% | 7.4% | -6.9% | -0.3% | 0.0 | -14.2
COc1ccc(/C=N/N=C2/NC(=O)C(c3ccccc3)(c3ccccc3)S2)cc1 | -13.4% | 15.3% | . | -8.9% | 3.9% | 4.6 | -14.9
CC(C)Oc1cc2oc(=O)c3c(c2cc1Cl)CCC3 | 0.5% | ? | -12.1% | 7.2% | -2.9% | -2.5 | -13.7
COC(=O)C1=C(NC(=O)c2ccc(C)cc2)CCS1 | 0.5% | -2.4% | 44.2%[activator] | 59.5%[activator] | -6.5% | -4.2 | -29.7
N#Cc1ccc[n+](CC(=O)c2ccc(Cl)cc2)c1 | -2.4% | -0.5% | -2.8% | 7.38µM* | 0.4% | -2.7 | 13.6
Cc1ccc(NC(=O)CSc2ccccc2NC(=O)c2ccccc2)cc1Cl | 16.6% | ? | 21.7% | 84.5%[activator] | 1.1% | 33.8* | 17.9
O=C(CCN1CCc2ccccc2CC1)c1ccc2c(c1)OCCO2 | ? | ? | . | 1.4% | -6.0% | 9.6 | 4.1
O=C(c1cccc([N+](=O)[O-])c1)N1CCCC(C(=O)N2CCCCC2)C1 (configuration not stated) | -3.3% | 11.2% | 9.4% | -13.9% | -4.5% | 7.0 | 15.0
COc1ccc(OCC(O)CNC(=O)Nc2cc(F)ccc2C)cc1 (configuration not stated) | 4.1% | -27.3% | 13.2% | -0.3% | 6.2% | 8.0 | -4.9
Cc1ccc(C)c2[nH]c(=O)c(CN(Cc3ccc4c(c3)OCO4)Cc3nnnn3Cc3ccco3)cc12 | -2.5% | ? | 8.28µM* | ? | 3.4% | -2.3 | -12.0
COc1ccc(-n2c(SCc3ccc([N+](=O)[O-])cc3)nnc2-c2ccccc2)cc1 | ? | ? | ? | ? | -23.7% | 2.6 | -6.1
COC(=O)c1ccc(N2C(=O)Nc3ccccc3N2O)cc1 | 2.7% | 6.2% | 7.4% | 10.1% | 2.2% | 1.0 | 32.6
CCc1nc(N)c(C#N)c(-c2ccc(OC)c(OC)c2)c1C | -9.4% | -17.7% | -17.2% | ? | -9.4% | 5.7 | -24.4
O=C(OCC(=O)N1CCCc2ccccc21)c1c(F)cccc1F | -4.1% | ? | 39.3%[activator] | -8.1% | . | . | .
Cc1csc2ncnc(NCCc3ccccn3)c12 | 4.1% | 7.08µM* | 18.2% | 12.5% | -6.9% | 5.1 | -19.1
O=C(CN1C(=O)CNC1=O)Nc1cccc(C(F)(F)F)c1 | -4.2% | 5.4% | 17.8% | . | 0.1% | -1.9 | -10.9
CCOC(=O)C1(CC2CCCCO2)CCN(C(=O)NCc2ccccc2)CC1 (configuration not stated) | -2.0% | -3.7% | 1.9% | ? | -0.5% | -1.4 | -3.6
O=C(NCCc1ccccc1)C1CC(=O)N(C2CCCCCC2)C1 (configuration not stated) | -0.5% | 16.8% | 5.1% | -4.1% | 1.4% | 0.2 | -4.8
Cc1nc2nc(-c3cccnc3)nn2c(C)c1Cl | -14.8% | 12.4% | 75.0%[activator] | 0.0% | -22.4% | 6.7 | 16.7
Cc1[nH][nH]c(=O)c1C(c1c(C)[nH][nH]c1=O)c1cn(Cc2ccccc2Cl)c2ccccc12 | -13.4% | 0.7% | -24.3% | 2.9% | -0.6% | -1.7 | -14.2
Cc1cc(-c2cc(-c3ccc(Cl)cc3)on2)nc(NC2CCCC2)n1 | -10.3% | ? | ? | ? | 4.6% | 2.7 | -6.5
COc1ccc(OCC(=O)Nc2cc(OC)ccc2N2CCCCC2)cc1 | -9.4% | ? | 11.7µM* | 41.7%[activator] | -10.7% | -2.5 | 3.4

Full records, looked up by structure. Order of screens: Tb PYK inh | HCV inhibitor | Pf growth 48h | Pf growth 96h | LmPK inhibitor | Cycloheximide cs | Shiga inhibitor
COP(=O)(OC)c1nc(-c2ccc([N+](=O)[O-])cc2)oc1N1CCCCC1 is entered as 0.0% | 0.2% | 1.4% | 51.6%[activator] | 2.3% | -0.1 | -8.8
Cc1[nH][nH]c(=O)c1C(c1c(C)[nH][nH]c1=O)c1cn(Cc2ccccc2Cl)c2ccccc12 is entered as -13.4% | 0.7% | -24.3% | 2.9% | -0.6% | -1.7 | -14.2

Next section
molecule | Tb PYK inh | HCV inhibitor | Pf growth 48h | Pf growth 96h | LmPK inhibitor | Cycloheximide cs | Shiga inhibitor
CCOC(=O)Cc1csc2nc3sc(C)c(C)c3c(=O)n12 | 1.2% | -17.8% | 9.2% | -15.7% | 8.2% | -1.2 | -4.1
CNCc1ccccc1Sc1cccc(O)c1 | 4.5% | -25.1% | -16.5% | 3.6% | -7.8% | -2.7 | -0.8
Cc1ccc(NC(=O)c2ccc3snnc3c2)cc1C | 2.2%&-13.8% | 12.0% | 104.6%[activator] | ? | -1.5% | 37.1* | 74.2*
COc1ccc(/C=N/N2C(=O)CN(C(=O)c3ccccc3)C2c2ccc(OC)cc2)cc1 (configuration not stated) | 0.6% | 5.7% | ? | -23.5% | 2.9% | -3.1 | 3.4
CCOc1cccc(C(=O)N(Cc2ccco2)C2CCS(=O)(=O)C2)c1 (configuration not stated) | 0.3% | 14.4% | -9.2% | -9.9% | -0.8% | 1.1 | -2.4
Cc1ccc(-n2ncc(C(=O)NC3CC3)c2C2CCN(C(=O)OC(C)(C)C)CC2)c(C)c1 | -2.5% | -2.0% | 10.4µM* | ? | 1.0% | 5.2 | 16.2
Cc1ccc(NC(=O)CN(C)C(=O)COC(=O)CNS(=O)(=O)c2ccc(F)c(F)c2F)cc1 | -1.1% | 34.1%[activator] | 41.9%[activator] | 61.5%[activator] | . | . | .
COC(=O)CN(c1ccccc1[N+](=O)[O-])S(=O)(=O)c1ccccc1 | -14.4% | 8.2% | -3.8% | -2.1% | -2.8% | -1.6 | -5.0
Cc1cc2cc(CCNC(=O)C(=O)c3c[nH]c4ccccc34)c(=O)[nH]c2cc1C | 2.4% | -17.6% | ? | ? | 5.1%[11.5 µM] | -2.4 | -1.5
NC(=O)c1ccc(=O)n(Cc2ccc(F)c(F)c2)c1 | 4.7% | 10.0% | -1.3% | 53.2%[activator] | 2.4% | -2.8 | -5.1
Cc1cc(C)c2nc(N)sc2c1 | -12.2% | ? | -27.3% | ? | 2.8% | 34.3* | 30.4
O=C(COc1ccc(Cl)cc1)NCc1ccncc1 | -2.8% | -2.9% | -3.8% | -29.1% | -0.1% | -1.8 | -5.6
O=C(CP(=O)(c1ccccc1)c1ccccc1)N1CCOCC1 | 1.4% | 14.9% | 9.1% | 39.2%[activator] | 4.6% | -5.8 | -5.3
